Assay outcomes from PubChem BioAssay.
Dynein cargo inh: inhibitors of GR-EGFP nuclear translocation, primary screen, dynein cargo transport inhibitor project, imaging, high-content, 3617.4 mouse cells. z-score, hits read low. test concentration mostly 20 µM; stimulated with dexamethasone, 1 µM; active compounds read low. AID 1381, 2008. 220,000 tested, 0.47% active;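 active = plate z-score of nuclear minus cytoplasmic receptor signal below a set negative limit, without overly bright fluorescence or cell loss, cut at about -3.5 in these data, passing the limit was not always enough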;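 note: z-score of nuclear minus cytoplasmic ring GR-EGFP intensity difference per well; some compounds called inactive have numbers as strong as hits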
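Buffer or medium: tet-free, stripped-serum medium; Also added: dexamethasone, 1.0 µM final; Technique: high-content fluorescence imaging after fixation; Times: 48 h induction, 1 h compound, 30 min dex at 37 °C; Read-out: per-cell GR-EGFP intensity, nucleus versus surrounding cytoplasmic ring, well-averaged.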
bCat nuc transl: modulators of beta-catenin nuclear translocation, primary screen, imaging, HeLa cells, immunofluorescence, high-content; nuclear translocation activity, % at 5 µM; 190,000 tested, 0.3% active; AID 1665, 2009;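 active = nuclear translocation activity above 50% at 5 µM, with a well cell count of 50 or more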;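 note: per-cell ratio of nuclear to cytoplasmic median beta-catenin stain intensity; plate controls were DMSO negative control for no effect and GSK-3 inhibitor IX positive control for full effect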
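Test system: human HeLa cells, native beta-catenin. Compound dosing: 5 µM primary single dose, 0.1% DMSO, 0.02–20 µM confirmation series. Incubation: compound exposure 24 h at 37°C. Detection: beta-catenin immunostaining with DAPI counterstain, 20x imaging, 6 fields/well. Read-out basis: Nuclear/cytoplasmic beta-catenin signal ratio, % activation.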
T cell modulator: modulators of CD8 T cell-vesicle binding, primary screen, mouse 2C CD8+ T cells, flow cytometry; calls only at 7 µM; AID 2052, 2009; 2C CD8+ T cell-vesicle binding; active compounds read low; 330,000 tested, 0.068% active;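 active = response, share of CD8 T cells binding vesicles, and their 90th percentile fluorescence all below set limits, cut at about 80% in these data, passing the limit was not always enough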
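Assay system – 2C mouse CD8+ T cells · Also added – QL9-loaded Drosophila micro-vesicles · Timing – Cell–vesicle co-incubation 1.5 h at 37 °C, staining 20 min on ice · Signal – flow cytometry of vesicle-bound cells · Measure – percent CD8+ FL2 mean versus row control · Controls – Peptide-free naked vesicles (low) and QL9 vesicles with 0.7% DMSO vehicle (high)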
Yfh1-off respiration: enhancers of respiration in Yfh1-depleted yeast, dose response, Friedreich's ataxia, plus single-dose screen (AID 1465); S. cerevisiae Yfh1-off respiration, WST-1 reduction, 72 h; higher fold induction means a stronger effect; fold induction at 50 µM, or EC50 in µM where a hit was titrated; 220,000 tested, 0.074% active;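 active = fold induction of absorbance versus untreated yeast above a set limit, then at least 30% activation at any dose in follow-up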;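 note: activators that raise dye reduction in frataxin-depleted yeast; strong numbers were not always called active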
MT stabilizer: microtubule stabilizers in HeLa cells, primary screen, imaging, high-content imaging. AID 2205, 2009. 200,000 tested, 0.83% active. % tubulin-high responders, % at 10 µM. HeLa tubulin immunostaining HCS, 24 h; share of cells brighter than vehicle mean+2SD;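 active = plate Z-score above 3 for both tubulin-high and condensed-nucleus cell shares, with cell loss under 80%, at 10 µM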;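 note: anti alpha tubulin signal scored within the nucleus-defined area of each cell; some results filed as inactive read as strong as hits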
P. falciparum M1AAP: P. falciparum M1AAP inhibitors, biochemical, fluorogenic H-Leu-NHMec substrate, 1536-well (AID 1445); Aminopeptidase N (Plasmodium falciparum (isolate 3D7)); recombinant M1AAP, H-Leu-NHMec fluorogenic kinetic assay; higher % means a stronger effect; inhibition, % at 30 µM; hits with a dose series show IC50 in µM; 220,000 tested, 0.42% active;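 active = primary inhibition above the hit cutoff, then over 50% inhibition at one or more dose response concentrations, cut at about 23% in these data, passing the limit was not always enough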;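 note: plate controls were DMSO full reaction for no effect and no enzyme background for full effect; strong numbers were not always called active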
M17LAP inhibition: P. falciparum M17LAP inhibitors, primary screen, biochemical, fluorogenic H-Leu-NHMec substrate, 1536-well (AID 1619); recombinant M17LAP, H-Leu-NHMec fluorogenic kinetic assay; higher % means a stronger effect; inhibition, % at 30 µM; hits with a dose series show IC50 in µM; 220,000 tested, 0.38% active;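 active = compound inhibiting the enzyme by more than half at any dose during confirmatory dose-response retesting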;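 note: plate controls were full reaction with DMSO carrier for no effect and no enzyme background for full effect; strong numbers were not always called active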
WT yeast gro inh: growth inhibition of WT strain, primary screen, mitochondrial fusion inhibitor project, WT and mutant strains, chemical genetic | 190,000 tested, 2.1% active | inhibition, % at 10 µM | mitochondrial fusion phenotypic screen | AID 1362, 2008; in the data active = inhibition above about 58%; tested in S. cerevisiae
Autophagy mod: autophagy modulators in MEF cells, primary screen, imaging, high-content, MEF GFP-LC3 | MEF GFP-LC3 puncta imaging; test concentration mostly 10 µM | calls only at 10 µM (by protocol) | 190,000 tested, 0.98% active | AID 463193, 2010;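 active = percentage of spot-positive cells more than 3 SD above its plate mean, without a fluorescence outlier flag or 80% toxicity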;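 note: spot-positive cell cutoff set from DMSO-treated cells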
WT yeast gro inh mutant strain: second read-out of WT yeast gro inh, no call of its own (marks repeat the call); inhibition, %; mitochondrial fusion phenotypic screen, mutant strain inhibition
Dynein cargo inh cytoplasmic EGFP: further read-out of Dynein cargo inh, marked with its call; z-score; measured here: cytoplasmic GR-EGFP intensity; active compounds read high
Dynein cargo inh nuclear GR-EGFP: further read-out of Dynein cargo inh, marked with its call; z-score; measured here: nuclear GR-EGFP intensity;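 lower value marks the stronger effect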
Dynein cargo inh cell count: also measured in Dynein cargo inh; calls as there; z-score; measured here: cell count per field
bCat nuc transl cell count 5 µM: recorded beside bCat nuc transl, whose call it bears; cell count; measured here: cell count, cytotoxicity flag
T cell modulator vesicle-bound %: recorded beside T cell modulator, whose call it bears; double positive events, %; measured here: CD8+ vesicle-bound cell fraction;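 binding gate set so that unloaded-vesicle control wells show 10% double positive cells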
MT stabilizer Hoechst-high %: also measured in MT stabilizer; calls as there; % Hoechst-high responders; measured here: nuclear condensation Hoechst responders;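 share of cells brighter than vehicle mean plus two SD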
MT stabilizer cytotoxicity %: also measured in MT stabilizer; calls as there; toxicity, %; measured here: cytotoxicity by cell density;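 0% = mean cell density of plate MIN control wells and 100% = no cells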
Autophagy mod cell loss 18 h: also measured in Autophagy mod; calls as there; toxicity, %; measured here: cell loss, nuclei count;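 cell loss after 18 h compound exposure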
An asterisk follows results filed as active.

How did CC(C)c1cc(NC(=O)CCl)on1 do in these assays?
Dynein cargo inh: -2.38; bCat nuc transl: 0.3; T cell modulator: inactive; Yfh1-off respiration: inactive; MT stabilizer: 6.8; P. falciparum M1AAP: -1.3%; M17LAP inhibition: 7.9%; WT yeast gro inh: -5.4; Autophagy mod: inactive; WT yeast gro inh mutant strain: -12.1; Dynein cargo inh cytoplasmic EGFP: 0.206; Dynein cargo inh nuclear GR-EGFP: -0.958; Dynein cargo inh cell count: 0.383; bCat nuc transl cell count 5 µM: 1015; T cell modulator vesicle-bound %: 59.1; MT stabilizer Hoechst-high %: 2.6; MT stabilizer cytotoxicity %: 8.5; Autophagy mod cell loss 18 h: -0.8

How did CCCn1c(CNc2ccc(Br)cc2)nc2ccccc21 do in these assays?
Dynein cargo inh: 1.18; bCat nuc transl: 1.6; T cell modulator: inactive; Yfh1-off respiration: inactive; MT stabilizer: 4.2; P. falciparum M1AAP: 11.0%; M17LAP inhibition: 3.7%; WT yeast gro inh: 44.0; WT yeast gro inh mutant strain: 27.1; Dynein cargo inh cytoplasmic EGFP: 0.0327; Dynein cargo inh nuclear GR-EGFP: 0.654; Dynein cargo inh cell count: -0.828; bCat nuc transl cell count 5 µM: 1170; T cell modulator vesicle-bound %: 24.5; MT stabilizer Hoechst-high %: 2.6; MT stabilizer cytotoxicity %: 4.2

What do the screens show for `COc1ccc(NC(=S)Nc2ncccc2C)cc1OC`?
Dynein cargo inh: 0.118; bCat nuc transl: -2.6; T cell modulator: inactive; Yfh1-off respiration: inactive; MT stabilizer: 2.5; P. falciparum M1AAP: 3.7%; M17LAP inhibition: 11.0%; WT yeast gro inh: 32.2; Autophagy mod: inactive; WT yeast gro inh mutant strain: 31.3; Dynein cargo inh cytoplasmic EGFP: -0.266; Dynein cargo inh nuclear GR-EGFP: 0.11; Dynein cargo inh cell count: 0.354; bCat nuc transl cell count 5 µM: 1061; T cell modulator vesicle-bound %: 34.5; MT stabilizer Hoechst-high %: 1.4; MT stabilizer cytotoxicity %: 1.0; Autophagy mod cell loss 18 h: -11.8

What do the screens show for `COc1cc2c(cc1OC)-c1cc(OCc3cccnc3)nc(=O)n1CC2`?
Dynein cargo inh: -0.486; Yfh1-off respiration: inactive; MT stabilizer: 2.3; P. falciparum M1AAP: 20.2%; M17LAP inhibition: -225.1%; WT yeast gro inh: 21.1; Autophagy mod: inactive; WT yeast gro inh mutant strain: -2.0; Dynein cargo inh cytoplasmic EGFP: -0.259; Dynein cargo inh nuclear GR-EGFP: -0.842; Dynein cargo inh cell count: 0.342; MT stabilizer Hoechst-high %: 2.0; MT stabilizer cytotoxicity %: 10.7; Autophagy mod cell loss 18 h: -5.4

What do the screens show for `C/C(Cl)=C/Cn1c(SCc2ccc(Cl)cc2)nc2c1c(=O)[nH]c(=O)n2C`?
Dynein cargo inh: 0.623; Yfh1-off respiration: inactive; MT stabilizer: 2.4; P. falciparum M1AAP: -5.3%; M17LAP inhibition: -4.6%; WT yeast gro inh: 8.9; Autophagy mod: inactive; WT yeast gro inh mutant strain: 15.6; Dynein cargo inh cytoplasmic EGFP: -0.298; Dynein cargo inh nuclear GR-EGFP: 0.605; Dynein cargo inh cell count: 1.55; MT stabilizer Hoechst-high %: 3.4; MT stabilizer cytotoxicity %: 9.2; Autophagy mod cell loss 18 h: 4.0

Results for Cc1cccc(-n2c(=O)c3c(C)c(C)sc3n(CC(N)=O)c2=O)c1 ?
Dynein cargo inh: 0.521; bCat nuc transl: 1.0; T cell modulator: inactive; Yfh1-off respiration: inactive; MT stabilizer: 4.4; P. falciparum M1AAP: 3.7%; M17LAP inhibition: 4.0%; WT yeast gro inh: 6.3; Autophagy mod: inactive; WT yeast gro inh mutant strain: -14.1; Dynein cargo inh cytoplasmic EGFP: -0.38; Dynein cargo inh nuclear GR-EGFP: -0.287; Dynein cargo inh cell count: 0.426; bCat nuc transl cell count 5 µM: 1103; T cell modulator vesicle-bound %: 30.7; MT stabilizer Hoechst-high %: 1.6; MT stabilizer cytotoxicity %: 8.6; Autophagy mod cell loss 18 h: -5.0

How did Cc1cccc(N2C(=O)C(Oc3ccc(Cl)cc3Cl)C2C(=O)O)c1C (stereo unspecified) do in these assays?
Dynein cargo inh: 0.179; bCat nuc transl: 0.6; T cell modulator: inactive; Yfh1-off respiration: inactive; MT stabilizer: 2.2; P. falciparum M1AAP: 3.9%; M17LAP inhibition: 34.4%; WT yeast gro inh: 6.6; Autophagy mod: inactive; WT yeast gro inh mutant strain: -2.8; Dynein cargo inh cytoplasmic EGFP: -0.264; Dynein cargo inh nuclear GR-EGFP: 0.0798; Dynein cargo inh cell count: 0.53; bCat nuc transl cell count 5 µM: 893; T cell modulator vesicle-bound %: 42.9; MT stabilizer Hoechst-high %: 3.1; MT stabilizer cytotoxicity %: 2.2; Autophagy mod cell loss 18 h: 11.9

Results for O=C(NN1C(=O)c2ccccc2C1=O)c1ccc2c(c1)C(=O)N(CC1CCCO1)C2=O (stereo unspecified) ?
Dynein cargo inh: -0.935; bCat nuc transl: 1.4; T cell modulator: inactive; Yfh1-off respiration: inactive; P. falciparum M1AAP: -0.3%; M17LAP inhibition: -2.8%; Dynein cargo inh cytoplasmic EGFP: -0.212; Dynein cargo inh nuclear GR-EGFP: -0.191; Dynein cargo inh cell count: 0.578; bCat nuc transl cell count 5 µM: 1262; T cell modulator vesicle-bound %: 54.0

How did O=C(N1CCOCC1)N(Cc1cccs1)C1CCCC1 do in these assays?
Dynein cargo inh: -0.372; bCat nuc transl: -3.3; T cell modulator: inactive; Yfh1-off respiration: inactive; MT stabilizer: 3.1; P. falciparum M1AAP: -0.5%; M17LAP inhibition: 12.4%; WT yeast gro inh: 6.3; Autophagy mod: inactive; WT yeast gro inh mutant strain: 14.5; Dynein cargo inh cytoplasmic EGFP: -0.204; Dynein cargo inh nuclear GR-EGFP: 0.109; Dynein cargo inh cell count: -0.113; bCat nuc transl cell count 5 µM: 940; T cell modulator vesicle-bound %: 52.0; MT stabilizer Hoechst-high %: 3.3; MT stabilizer cytotoxicity %: 6.2; Autophagy mod cell loss 18 h: -4.5

What do the screens show for `COc1ccc(-n2c(=S)[nH]c3ncccc3c2=O)cc1`?
Dynein cargo inh: -0.165; bCat nuc transl: 0.3; T cell modulator: inactive; Yfh1-off respiration: inactive; P. falciparum M1AAP: 10.2%; M17LAP inhibition: 0.1%; Dynein cargo inh cytoplasmic EGFP: -0.223; Dynein cargo inh nuclear GR-EGFP: -0.173; Dynein cargo inh cell count: 0.344; bCat nuc transl cell count 5 µM: 1281; T cell modulator vesicle-bound %: 41.4

Results for CCOC(=O)C1CCN(C(=O)c2c(-c3ccccc3)noc2C)CC1 ?
Dynein cargo inh: -1.25; bCat nuc transl: -3.5; T cell modulator: inactive; Yfh1-off respiration: inactive; MT stabilizer: 3.0; WT yeast gro inh: 5.7; Autophagy mod: inactive; WT yeast gro inh mutant strain: 2.5; Dynein cargo inh cytoplasmic EGFP: -0.204; Dynein cargo inh nuclear GR-EGFP: -0.395; Dynein cargo inh cell count: 1.11; bCat nuc transl cell count 5 µM: 1013; T cell modulator vesicle-bound %: 25.3; MT stabilizer Hoechst-high %: 2.4; MT stabilizer cytotoxicity %: 0.0; Autophagy mod cell loss 18 h: 2.8

Results for Cc1cc2cc(CNC(=O)c3ccc(S(=O)(=O)N4CCCCC4)cc3)ccc2[nH]1 ?
Dynein cargo inh: -0.91; bCat nuc transl: 0.5; T cell modulator: inactive; Yfh1-off respiration: inactive; MT stabilizer: 3.1; P. falciparum M1AAP: 4.0%; M17LAP inhibition: 11.0%; WT yeast gro inh: 0.7; Autophagy mod: inactive; WT yeast gro inh mutant strain: 4.2; Dynein cargo inh cytoplasmic EGFP: -0.0825; Dynein cargo inh nuclear GR-EGFP: -0.449; Dynein cargo inh cell count: 0.737; bCat nuc transl cell count 5 µM: 1192; T cell modulator vesicle-bound %: 33.8; MT stabilizer Hoechst-high %: 3.1; MT stabilizer cytotoxicity %: 4.7; Autophagy mod cell loss 18 h: 0.8

What do the screens show for `Cc1cc2cc(CCNC(=O)c3c(-c4ccccc4Cl)noc3C)c(=O)[nH]c2cc1C`?
Dynein cargo inh: -0.747; bCat nuc transl: -0.4; Yfh1-off respiration: inactive; MT stabilizer: 1.9; P. falciparum M1AAP: 1.9%; M17LAP inhibition: -8.8%; WT yeast gro inh: 9.8; Autophagy mod: inactive; WT yeast gro inh mutant strain: 2.8; Dynein cargo inh cytoplasmic EGFP: -0.138; Dynein cargo inh nuclear GR-EGFP: -0.283; Dynein cargo inh cell count: 0.418; bCat nuc transl cell count 5 µM: 1052; MT stabilizer Hoechst-high %: 1.6; MT stabilizer cytotoxicity %: 4.0; Autophagy mod cell loss 18 h: 6.6

Not a hit list; overall some 4.4% were active at least once.
